CASP6 VEID inh: caspase-6 (human) enzyme inhibition; purified caspase-6, Z-VEID-R110 cleavage fluorescence; inhibition, % at 12.5 µM; actives 0.53% (n = 350,000);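 active = mean inhibition across replicates at least about 35%, with every replicate also reaching that limit, limit read from the data; inconclusive = only one of the two criteria met; inactive = neither criterion met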;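 also: 0% = median of neutral control wells and 100% = no fluorescence left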
Target sequence (P55212 24-179 limits assumed): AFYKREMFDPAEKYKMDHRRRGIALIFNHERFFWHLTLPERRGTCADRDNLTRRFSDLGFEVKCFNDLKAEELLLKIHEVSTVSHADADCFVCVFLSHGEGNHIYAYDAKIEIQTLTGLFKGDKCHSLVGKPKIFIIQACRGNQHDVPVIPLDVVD
Target sequence (P55212 194-293 limits assumed): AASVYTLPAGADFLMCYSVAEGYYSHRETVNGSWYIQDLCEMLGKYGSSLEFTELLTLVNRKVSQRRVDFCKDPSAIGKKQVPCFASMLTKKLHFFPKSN
EWS-Fli block: blocks EWS/Fli oncoprotein-driven transcription | AID 651661 | actives 0.67% (n = 350,000) | A673 NR0B1-luciferase reporter, viability-normalised | inhibition, % at 12.6 µM;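 active = mean inhibition of at least 50% after viability correction, with every replicate also passing that limit; inconclusive = mean reaches 50% but only one of two replicates passes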;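 also: firefly luciferase signal divided by Alamar Blue viability fluorescence both relative to DMSO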
ARNT-TACC3 inh: disrupts binding between human ARNT and TACC3 | actives 0.66% (n = 390,000) | AlphaScreen His-ARNT PAS-B/GST-TACC3 binding, luminescence; TACC3 fragment carries E629A point mutation | inhibition, % at 9.99 µM;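 active = mean inhibition of replicates at least 50% and at least half of replicates each reaching 50%; inconclusive = half or more replicates reach 50% but mean below 50%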;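 also: 0% = complete ARNT plus TACC3 wells and 100% = ARNT alone without TACC3; many hits fall short of the cut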
PAX8 reporter: inhibitors of PAX8 transcriptional activity in RMG-I cells. inhibition, % at 12.6 µM. RMG-I TPO-luciferase reporter, SteadyGlo, 24 h. actives 1.2% (n = 360,000). AID 652154;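 active = mean replicate inhibition at least 60% with every replicate also reaching 60%; inconclusive = only one of the two criteria is met; inactive = mean below 60% and not all replicates reaching 60%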;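 also: luciferase light reporting Pax8 driven TPO promoter activity; plate controls were median of neutral control wells for no effect and mitoxantrone controls for full effect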
SIRT5 inh: inhibitors of human sirtuin-5 desuccinylase; Q9NXA8; Purified SirT5, succinyl-peptide AMC, trypsin-coupled fluorescence; inhibition, % at 15 µM; actives 1.1% (n = 330,000); AID 652115; in the data active = inhibition above about 15%; inconclusive = no clear call, values can overlap the other calls
Target sequence (Q9NXA8 whole entry, looked up): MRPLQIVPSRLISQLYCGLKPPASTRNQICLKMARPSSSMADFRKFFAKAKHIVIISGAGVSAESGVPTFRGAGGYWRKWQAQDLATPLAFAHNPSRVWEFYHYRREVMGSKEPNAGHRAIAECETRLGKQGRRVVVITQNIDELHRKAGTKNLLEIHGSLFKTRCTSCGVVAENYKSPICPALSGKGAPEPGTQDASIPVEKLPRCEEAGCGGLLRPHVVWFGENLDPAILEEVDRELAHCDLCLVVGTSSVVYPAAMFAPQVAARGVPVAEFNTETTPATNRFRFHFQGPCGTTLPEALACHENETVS
DENV2 CPE rescue: DENV2-induced cell death inhibition; DENV2-infected cells, cytopathic effect rescue, plate reader; CPE inhibition, % at 9.99 µM; actives 1.7% (n = 350,000); in the data active = CPE inhibition above about 20%, passing the limit was not always enough; inconclusive = no clear call, values can overlap the other calls; tested in BHK-21 cells;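 also: 0% = median of neutral control wells and 100% = median of positive control wells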
LGR2 inh: Drosophila LGR2 receptor signaling inhibition; HEK293 LGR2, CRE-luciferase, bursicon-stimulated, 4 h; inhibition, % at 9.99 µM; actives 0.35% (n = 380,000);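 active = drop in luminescence signal, shown as inhibition above about 50% in the replicate tests, limit read from the data, passing the limit was not always enough; inconclusive = probably only some replicates passing the limit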;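 also: agonist challenge used bursicon conditioned medium at about half maximal strength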
* hit, by the source's call.

The first 2 entries as a preview:
For C[C@@H]1CN([C@H](C)CO)C(=O)c2cc(NC(=O)Nc3ccccc3)ccc2O[C@@H](C)CCCCO[C@@H]1CN(C)C(=O)c1ccccc1 the results were CASP6 VEID inh -1, EWS-Fli block 14, PAX8 reporter -22, SIRT5 inh 4, DENV2 CPE rescue inconclusive and LGR2 inh 8.
`CO[C@@H]1CN(C)C(=O)c2cc(NS(=O)(=O)c3ccccc3)ccc2OC[C@@H](C)N(Cc2cccnc2)C[C@H]1C` gave CASP6 VEID inh 1, EWS-Fli block -5, ARNT-TACC3 inh 3, PAX8 reporter 9, SIRT5 inh 2, DENV2 CPE rescue 1 and LGR2 inh -2.

This part in full, repeating the preview:
For C[C@@H]1CN([C@H](C)CO)C(=O)c2cc(NC(=O)Nc3ccccc3)ccc2O[C@@H](C)CCCCO[C@@H]1CN(C)C(=O)c1ccccc1 the results were CASP6 VEID inh -1, EWS-Fli block 14, PAX8 reporter -22, SIRT5 inh 4, DENV2 CPE rescue inconclusive and LGR2 inh 8.
`CO[C@@H]1CN(C)C(=O)c2cc(NS(=O)(=O)c3ccccc3)ccc2OC[C@@H](C)N(Cc2cccnc2)C[C@H]1C` gave CASP6 VEID inh 1, EWS-Fli block -5, ARNT-TACC3 inh 3, PAX8 reporter 9, SIRT5 inh 2, DENV2 CPE rescue 1 and LGR2 inh -2.
Screening Cc1c(C)n(CC(O)CN(CCO)CCO)c2ccccc12 (stereo not given) returned CASP6 VEID inh -17, EWS-Fli block 0, ARNT-TACC3 inh 7, PAX8 reporter 0, SIRT5 inh 1, DENV2 CPE rescue -6 and LGR2 inh -9.
For C[C@@H]1CCCCO[C@H](CN(C)CC2CCCCC2)[C@@H](C)CN([C@H](C)CO)C(=O)c2cc(NC(=O)Nc3ccc(F)cc3)ccc2O1 the results were CASP6 VEID inh 1, EWS-Fli block -6, ARNT-TACC3 inh -10, PAX8 reporter -7, SIRT5 inh -2, DENV2 CPE rescue -10 and LGR2 inh 2.
Screening CCc1c(C)c2cc(Cl)c(O)c(CN(CC)CC)c2oc1=O returned CASP6 VEID inh 8, EWS-Fli block -18, ARNT-TACC3 inh 0, SIRT5 inh -194, DENV2 CPE rescue -8 and LGR2 inh -16.
`C[C@@H]1CN([C@H](C)CO)C(=O)c2cc(NS(=O)(=O)c3cccs3)ccc2O[C@@H](C)CCCCO[C@@H]1CN(C)Cc1ccncc1` gave CASP6 VEID inh 0, EWS-Fli block -5, ARNT-TACC3 inh -4, SIRT5 inh 1, DENV2 CPE rescue -1 and LGR2 inh -1.
Screening Cc1cccc(NC(=O)C(C)Oc2ccc(C)nc2[N+](=O)[O-])c1 (stereo not given) returned CASP6 VEID inh 0, EWS-Fli block -2, ARNT-TACC3 inh -1, PAX8 reporter -11, SIRT5 inh -2, DENV2 CPE rescue -3 and LGR2 inh -5.
For COc1cc(C(=O)NNC(=O)Cc2cccs2)cc(OC)c1OC the results were CASP6 VEID inh 4, EWS-Fli block 3, ARNT-TACC3 inh 3, PAX8 reporter 3, SIRT5 inh -5, DENV2 CPE rescue inconclusive and LGR2 inh -4.
Screening CC1CCCN(S(=O)(=O)c2ccc(NC(=O)Cn3nnc(-c4ccccc4F)n3)cc2)C1 (stereo not given) returned CASP6 VEID inh 0, ARNT-TACC3 inh -7, SIRT5 inh 0 and LGR2 inh 3.
Screening N#C[C@@H]1[C@H](c2ccccc2/C=C/c2ccccc2)[C@H](CO)N1S(=O)(=O)c1cccc(F)c1 returned CASP6 VEID inh 0, EWS-Fli block 6, PAX8 reporter 24, SIRT5 inh 6, DENV2 CPE rescue 13 and LGR2 inh -1.
`COc1ccc(C(=O)Nc2ccc(Cl)cc2C(=O)N2CCOCC2)cc1` gave CASP6 VEID inh 1, EWS-Fli block -1, ARNT-TACC3 inh -5, PAX8 reporter 1, SIRT5 inh -6, DENV2 CPE rescue 10 and LGR2 inh -2.
For Cc1ccc(-c2cc(C(=O)N3CCCCCC3)no2)cc1 the results were CASP6 VEID inh -1, EWS-Fli block -10, PAX8 reporter -210, SIRT5 inh -3, DENV2 CPE rescue 0 and LGR2 inh -53.
Screening O=C(N[C@@H]1CC[C@@H](CCn2cc(C3CC3)nn2)O[C@@H]1CO)c1cccnc1 returned CASP6 VEID inh 4, EWS-Fli block 2, ARNT-TACC3 inh -16, PAX8 reporter 3, SIRT5 inh 4, DENV2 CPE rescue inconclusive and LGR2 inh -1.
Screening Cc1coc2cc3oc(=O)c(CCC(=O)O)c(C)c3cc12 returned CASP6 VEID inh 3, EWS-Fli block 5, ARNT-TACC3 inh 4, PAX8 reporter 17, SIRT5 inh -5 and LGR2 inh -9.
Screening Cc1cc(/C=C2\SC(=O)N(C)C2=O)c(C)n1-c1ccc(S(N)(=O)=O)cc1 returned CASP6 VEID inh 6, EWS-Fli block -15, ARNT-TACC3 inh -3, PAX8 reporter 8, SIRT5 inh -4, DENV2 CPE rescue 8 and LGR2 inh -7.
For O=C(N[C@H](C(=O)N1CCC[C@H]1C(=O)NC1CCCC1)C1CCCCC1)c1cccs1 the results were CASP6 VEID inh 2, EWS-Fli block 1, PAX8 reporter -8, SIRT5 inh 2, DENV2 CPE rescue -2 and LGR2 inh 9.
Screening O=Cc1ccc2c(c1)OCCOCCOCCOCCO2 returned CASP6 VEID inh -3, EWS-Fli block 3, PAX8 reporter 4, SIRT5 inh 1, DENV2 CPE rescue 4 and LGR2 inh -9.
For C[C@@H]1CN([C@H](C)CO)C(=O)Cc2cc(NC(=O)Nc3ccc(F)cc3)ccc2O[C@H]1CN(C)Cc1ccc(-c2ccccc2)cc1 the results were CASP6 VEID inh 0, EWS-Fli block 10, ARNT-TACC3 inh -8, SIRT5 inh -6, DENV2 CPE rescue -1 and LGR2 inh 35.
`COc1ccc(C2N(Cc3ccccc3)CC(=O)N2/N=C(\C)c2ccccc2)cc1` (stereo not given) gave ARNT-TACC3 inh -4, PAX8 reporter -11 and LGR2 inh -15.
O=c1/c(=C/c2ccccc2)sc2nnc(-c3cccs3)n12 was read as CASP6 VEID inh 1, EWS-Fli block -16, PAX8 reporter 2, SIRT5 inh 0, DENV2 CPE rescue 1 and LGR2 inh -8.

No new results follow: an excerpt of the list.
For C[C@@H]1CN([C@H](C)CO)C(=O)c2cc(NC(=O)Nc3ccccc3)ccc2O[C@@H](C)CCCCO[C@@H]1CN(C)C(=O)c1ccccc1 the results were CASP6 VEID inh -1, EWS-Fli block 14, PAX8 reporter -22, SIRT5 inh 4, DENV2 CPE rescue inconclusive and LGR2 inh 8.
`CO[C@@H]1CN(C)C(=O)c2cc(NS(=O)(=O)c3ccccc3)ccc2OC[C@@H](C)N(Cc2cccnc2)C[C@H]1C` gave CASP6 VEID inh 1, EWS-Fli block -5, ARNT-TACC3 inh 3, PAX8 reporter 9, SIRT5 inh 2, DENV2 CPE rescue 1 and LGR2 inh -2.
Screening Cc1c(C)n(CC(O)CN(CCO)CCO)c2ccccc12 (stereo not given) returned CASP6 VEID inh -17, EWS-Fli block 0, ARNT-TACC3 inh 7, PAX8 reporter 0, SIRT5 inh 1, DENV2 CPE rescue -6 and LGR2 inh -9.

Continuation.
Screening COCC#Cc1ccc([C@H]2[C@H]3CN(C(=O)COC)CCCCN3[C@H]2CO)cc1 returned EWS-Fli block 3, ARNT-TACC3 inh -3, PAX8 reporter -13, SIRT5 inh -9 and LGR2 inh -13.
`CN(Cc1nccn1C)C(=O)C1CCC(=O)N(CCc2ccc(Cl)cc2)C1` (stereo not given) gave CASP6 VEID inh 0, EWS-Fli block 2, ARNT-TACC3 inh 2, PAX8 reporter 4, SIRT5 inh -3, DENV2 CPE rescue inconclusive and LGR2 inh 8.
`CO[C@H]1CN(C)C(=O)c2cc(NC(C)=O)ccc2OC[C@H](C)N(Cc2cccnc2)C[C@H]1C` gave EWS-Fli block -1, ARNT-TACC3 inh -6, PAX8 reporter -7 and LGR2 inh -7.
`Clc1cc(Cl)cc(CN2CCSCC2)c1` gave CASP6 VEID inh 3, EWS-Fli block 12, ARNT-TACC3 inh 0, PAX8 reporter 0, SIRT5 inh -4, DENV2 CPE rescue 0 and LGR2 inh 4.
O=C(/C=C/c1ccco1)Nc1ccccc1C(=O)O was read as EWS-Fli block -92, ARNT-TACC3 inh 1, PAX8 reporter -106, SIRT5 inh 6, DENV2 CPE rescue 6 and LGR2 inh -8.
Screening O=C(C[C@@H]1C=C[C@H](NC(=O)NC2CCCCC2)[C@H](CO)O1)NCc1ccc(Cl)cc1 returned CASP6 VEID inh 0, EWS-Fli block -3, ARNT-TACC3 inh -4, PAX8 reporter 8, SIRT5 inh 0, DENV2 CPE rescue 2 and LGR2 inh 5.
`CCOc1ccc(NC(C)C(=O)N/N=C/c2cccs2)cc1` (stereo not given) gave ARNT-TACC3 inh 10, PAX8 reporter -3 and LGR2 inh -4.
O=C(Nc1ccc(OCC(=O)N2CCOCC2)cc1)Nc1cccc2ccccc12 was read as CASP6 VEID inh -1, EWS-Fli block -2, ARNT-TACC3 inh 2, PAX8 reporter 15, DENV2 CPE rescue -3 and LGR2 inh 19.
CC(=O)c1cccc(NC(=O)COC(=O)c2cccc(N3C(=O)c4ccccc4C3=O)c2)c1 was read as CASP6 VEID inh 1, EWS-Fli block 5, ARNT-TACC3 inh 1, PAX8 reporter 12, SIRT5 inh 0 and DENV2 CPE rescue -3.
Screening Cc1ccc(C)n1-c1ccc(C(=O)N/N=C/c2ccncc2)cc1 returned CASP6 VEID inh -1, EWS-Fli block -13, ARNT-TACC3 inh 2, PAX8 reporter -14, SIRT5 inh 2, DENV2 CPE rescue 0 and LGR2 inh 1.
`CC(C)c1ccc(NC(=O)C2(C)Cc3c(-c4ccccc4)ccnc3O2)cc1` (stereo not given) gave CASP6 VEID inh 10, EWS-Fli block 12, PAX8 reporter 2, DENV2 CPE rescue -6 and LGR2 inh 6.
For Cc1ccc(/C=N/NC(=O)c2cc3c(ccc4ccccc43)o2)o1 the results were CASP6 VEID inh 1, EWS-Fli block -28, ARNT-TACC3 inh 0, SIRT5 inh 1, DENV2 CPE rescue -2 and LGR2 inh 2.
Screening O=C(N[C@@H]1CC[C@@H](CCNS(=O)(=O)c2ccc(F)cc2)O[C@@H]1CO)c1cccc(F)c1 returned CASP6 VEID inh -2, EWS-Fli block 3, ARNT-TACC3 inh 1, SIRT5 inh 0, DENV2 CPE rescue -2 and LGR2 inh -15.
CS(=O)(=O)c1ccc(C(=O)N2CCN(S(=O)(=O)c3ccc(C4CCCCC4)cc3)CC2)cc1 was read as CASP6 VEID inh 1, EWS-Fli block 13, PAX8 reporter 3, SIRT5 inh -16, DENV2 CPE rescue -4 and LGR2 inh -4.
Screening CCOC(=O)c1ccccc1NC(=O)c1cccc([N+](=O)[O-])c1 returned CASP6 VEID inh 3, EWS-Fli block -7, ARNT-TACC3 inh -5, PAX8 reporter -1, DENV2 CPE rescue -3 and LGR2 inh -12.
CCCCCCCCOC(=O)c1c(CSC(=N)N)n(C)c2cc(Br)c(OC(C)=O)cc12 was read as CASP6 VEID inh 0, EWS-Fli block 50, PAX8 reporter 33, SIRT5 inh 4, DENV2 CPE rescue -4 and LGR2 inh 4.
For CCN(CC)CCNC(=O)c1ccc(NC(=O)c2cn(-c3ccccc3)nc2-c2cccs2)cc1 the results were CASP6 VEID inh -5, EWS-Fli block 58*, ARNT-TACC3 inh 15, PAX8 reporter -13 and SIRT5 inh -1.
For C[C@@H]1CN([C@@H](C)CO)C(=O)Cc2cc(NS(=O)(=O)c3ccccc3)ccc2O[C@@H]1CN(C)S(=O)(=O)c1ccccc1 the results were CASP6 VEID inh 1, EWS-Fli block 3, ARNT-TACC3 inh 3, PAX8 reporter 3, SIRT5 inh 1, DENV2 CPE rescue -13 and LGR2 inh -1.
CC(C)C[C@@H](CSc1ccc(Br)cc1)N1CCN(CC(C)C)CCC1=O was read as CASP6 VEID inh 0, EWS-Fli block -73, ARNT-TACC3 inh -6, PAX8 reporter -132 and LGR2 inh -88.
O=C(c1cccc(F)c1)N1C[C@H]2[C@@H](c3ccccc31)[C@@H](CO)N2C(=O)c1cccc(F)c1 was read as CASP6 VEID inh -2, EWS-Fli block -1, ARNT-TACC3 inh -4, PAX8 reporter -13, SIRT5 inh 2, DENV2 CPE rescue 21* and LGR2 inh 15.

Assay outcomes (PubChem BioAssay)

Outcome played no part in choosing rows; 4.9% or so of the library scored in one or more.
